D1 antag = Antagonist of Human D 1 Dopamine Receptor: qHTS; 360,000 tested, 3.2% active; AID 504652, 2011; HEK293 TREx D1 cells, calcium flux, dopamine EC80; hits give low values; activity change, negative = inhibition, % at 10 µM; in the data active means activity change below about -30%; further: on the % scale 0 is the no-effect control and ±100 the full control effect
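Allosteric or orthosteric antagonism assessed as attenuation of the calcium response to EC80 dopamine, added 180 s after compound, in induced HEK293 Trex D1 cells loaded with no-wash calcium dye.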
Vif-A3F inh = qHTS for Inhibitors of Vif-A3F Interactions: qHTS | HeLa A3F-eYFP + Vif (tagged APOBEC3F with the HIV-1 protein that degrades it), YFP fluorescence increase | Potency, µM (highest dose often 46.1 µM), without a hit: at the top dose activity, negative = active | 390,000 tested, 0.2% active; further: potency means the concentration at half of the fitted maximal effect; % of control where 0% means no effect; nearly all actives have a fitted effect of over 65% in size
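HeLa cells stably expressing A3F-eYFP plus Vif, plated and incubated overnight at 37 deg C, then exposed to compounds overnight at 37 deg C. Blocked degradation read as raised yellow fluorescence (Ex 488/Em 500-530).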
RXFP1 antagonist = qHTS Assay for Antagonists of the Relaxin Receptor RXFP1. activity change, negative = inhibition, % at 57.5 µM. 350,000 tested, 0.59% active. HEK293-RXFP1, relaxin-stimulated cAMP HTRF, 30 min; hits give low values. AID 1259400, 2018;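 active means activity change of -60% or lower, but not beyond a set lower limit; inconclusive means change between -60% and -40%, or beyond the set limit; inactive means change above -40%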; further: on the % scale 0 is the no-effect control and ±100 the full control effect
Target sequence (Q9HBX9 whole entry, looked up): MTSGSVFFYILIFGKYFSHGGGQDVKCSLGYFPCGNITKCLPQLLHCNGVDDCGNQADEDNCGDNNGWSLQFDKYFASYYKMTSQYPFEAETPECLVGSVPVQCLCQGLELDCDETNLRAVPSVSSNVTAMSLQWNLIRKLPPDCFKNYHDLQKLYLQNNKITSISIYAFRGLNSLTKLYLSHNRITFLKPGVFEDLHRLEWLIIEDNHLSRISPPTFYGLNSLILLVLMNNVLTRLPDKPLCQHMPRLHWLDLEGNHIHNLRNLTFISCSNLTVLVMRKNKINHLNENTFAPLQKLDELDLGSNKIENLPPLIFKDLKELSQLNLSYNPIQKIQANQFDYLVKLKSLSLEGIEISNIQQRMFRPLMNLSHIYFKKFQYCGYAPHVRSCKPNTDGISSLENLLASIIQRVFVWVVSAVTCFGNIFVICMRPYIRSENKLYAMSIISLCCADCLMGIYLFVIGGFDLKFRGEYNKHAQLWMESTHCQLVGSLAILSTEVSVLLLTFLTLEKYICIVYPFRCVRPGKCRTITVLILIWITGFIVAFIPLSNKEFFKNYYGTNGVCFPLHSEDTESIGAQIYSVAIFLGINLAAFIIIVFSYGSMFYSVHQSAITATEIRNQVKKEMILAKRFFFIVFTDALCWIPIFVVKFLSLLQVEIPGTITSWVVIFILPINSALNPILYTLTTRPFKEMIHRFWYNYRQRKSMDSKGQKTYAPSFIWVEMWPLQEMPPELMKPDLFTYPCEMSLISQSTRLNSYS
Vif-A3G inh = qHTS for Inhibitors of Vif-A3G Interactions: qHTS. Potency, µM (highest dose often 46.1 µM), for the others: at the top dose activity, negative = active, hits mostly inhibitors. DNA dC->dU-editing enzyme APOBEC-3G (Homo sapiens), Q9HC16. HeLa A3G-eYFP + Vif (tagged APOBEC3G with the HIV-1 protein that degrades it), YFP fluorescence, overnight. 410,000 tested, 0.076% active;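 further: potency means the concentration at half of the fitted maximal effect; on the % scale 0 is the no-effect control and ±100 the full control effect; nearly all actives have a fitted effect of over 60% in size; hits raise eYFP signal because A3G escapes Vif-driven loss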
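Read-out is eYFP fluorescence (Ex 488/Em 500-530) from Vif-expressing HeLa A3G-eYFP cells; more signal means A3G escaped Vif-mediated degradation. Cells plated overnight, compound pinned in, incubated overnight at 37 deg C.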
RXFP1 agonist = qHTS Assay for Agonists of the Relaxin Receptor RXFP1 | Potency, µM (titrated, usually from 57.5 µM), for inactives: top-dose activation, hits mostly activators | AID 2676, 2010 | 370,000 tested, 0.3% active | HEK293T-RXFP1 cAMP TR-FRET, 30 min; response scale: percent of porcine relaxin response, buffer zero | Relaxin receptor 1 (Homo sapiens), Q9HBX9; further: potency means the concentration at half of the fitted maximal effect; on the % scale 0 is the no-effect control and ±100 the full control effect; nearly all actives have a fitted effect of over 60% in size; many of its hits are not listed in these tables
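HEK293T cells stably expressing RXFP1 were pretreated with the PDE4 inhibitor Ro 20174, exposed to compounds for 30 min at 37C, lysed, and cAMP was read by TR-FRET. Data normalized to buffer (basal) and 29 nM porcine relaxin (100%).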
GRP78 ERSR act = qHTS for Inducers of the Endoplasmic Reticulum Stress Response (ERSR) in Human Glioma: qHTS. U87-MG GRP78 promoter luciferase reporter, 16 h. Potency, µM, without a hit: at the highest dose activation, most hits filed as activators. 420,000 tested, 0.02% active. AID 602332, 2012; further: potency means the concentration at half of the fitted maximal effect; series mostly up to about 76 µM; % of control where 0% means no effect; nearly all actives have a fitted effect of over 35% in size
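Stably transfected U87-MG glioma cells carrying a GRP78-based luciferase sensor; 16 h compound incubation. Luminescence end-point read 10 min after Bright-Glo addition at room temperature.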
D1 ag = Allosteric Agonists of the Human D1 Dopamine Receptor: qHTS. HEK293 T-REx D1 cells, calcium flux, agonist mode. activation, % at 2 µM. 360,000 tested, 1% active. AID 504660, 2011; in the data active means activation above about 30%; further: 0% is about no effect
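Tetracycline-induced HEK293 TREx D1 cells, force-coupled to calcium signalling, were dye-loaded with a no-wash calcium kit. Compound was pin-added after a 10 s baseline. Fluorescence was read kinetically at 1 cycle/s for 180 s, with calcium rises flagged as agonism.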
D1 potentiator = Potentiators of Human D1 Dopamine Receptor: qHTS | 360,000 tested, 0.036% active | potentiation, % at 10 µM | HEK293 TREx D1 cells, calcium flux, dopamine EC20 potentiation | AID 504651, 2011; in the data active means potentiation above about 30%; further: 0% is about no effect
D2 potentiator = HTS Assay for Positive Allosteric Modulators of the Human D2 Dopamine Receptor: Primary Screen for Potentiators | AID 485347, 2010 | 340,000 tested, 0.34% active | potentiation, % at 10 µM | D(2) dopamine receptor (Homo sapiens), P14416 | HEK293 T-REx D2, calcium flux, EC20 dopamine potentiation;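 active means potentiation over 3 SD above the plate norm, cut at about 30% in these data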; further: 0% is about no effect
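Potentiation of an EC20 dopamine calcium response measured kinetically over 180 s, after a preceding 180 s compound-only read flagging agonists. Cells: inducible Hek293 Trex D2 line, 4000/well, cultured overnight at 30 C before dye loading.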
Starred values were filed as active, the others as inactive; u = inconclusive; x = not tested or not shown. Unless noted, the call rests on the fitted dose curve; in most records, active means well fitted curve in the direction sought with a large enough effect; inconclusive means small, poorly fitted or top-dose-only effect, or another doubt; inactive means no such curve, though single readings can be large; an effect the other way counts as inactive or inconclusive. The list is partial (hit frequency here may not be typical).

SMILES | D1 antag | Vif-A3F inh | RXFP1 antagonist | Vif-A3G inh | RXFP1 agonist | GRP78 ERSR act | D1 ag | D1 potentiator | D2 potentiator
O=C(/C=C/c1ccccc1)Nc1cc(NC(=O)/C=C/c2ccccc2)cc(C(=O)O)c1 | -8 | 12% | 6 | 1% | 2.3% | -2% | 1 | -2 | 7
CCN1CCN(C(=O)c2cccc(OC3CCN(S(=O)(=O)N(C)C)CC3)c2)CC1 | -14 | -16% | -5 | 0% | -1.1% | 1% | 3 | -15 | 36*
CCN(CC)c1nn2c(=O)c(C(=O)NCc3cccc(OC)c3OC)cnc2s1 | 3 | -13% | -14 | 1% | 3.5% | -2% | 0 | -3 | -8
O=S(=O)(NCCSc1nnc(-c2ccco2)n1-c1ccccc1)c1ccccc1 | -10 | -7% | -7 | -1% | 0.1% | 1% | 1 | -4 | -1
CC/C(=N\NC(=O)COc1ccc(Br)cc1)c1ccc(OC)c(OC)c1 | 2 | -2% | -10 | -5% | 0.0% | -1% | 3 | -4 | x
COc1cccc(CC(NC(C)=O)C(=O)NC2CCN(C(=O)c3ccc(Cl)cc3)CC2)c1OC (configuration not stated) | 24 | -25% | 0 | 4% | 0.8% | -4% | 1 | 3 | -6
Cc1ccc(NC(=O)/C(C#N)=C/c2ccc(C)s2)c(C)c1 | 4 | u | -13 | 11µM* | -0.4% | -2% | 43* | -2 | 7
O=C(COC(=O)c1ccccc1NC(=O)c1ccco1)Nc1ccc2c(c1)OCO2 | 19 | x | 1 | -4% | 2.0% | 0% | 1 | 1 | 12
Cc1ccc(-c2ccc(SCC(=O)N3CCCc4ccccc43)nn2)cc1 | 1 | x | x | x | -1.3% | x | 3 | 0 | -9
Cc1cccc(-c2c3c(=O)n(C)c(=O)n(C)c3cn2C(C)C)c1 | -21 | -12% | -3 | -1% | 1.0% | -4% | 4 | -8 | 4
Cc1ccc(N=C2NC(=O)/C(=C/c3cccnc3)S2)cc1C | 6 | -4% | 5 | 0% | -1.6% | 2% | 1 | 7 | -9
O=C(Nn1cnc2ccccc2c1=O)c1c(F)cccc1F | -21 | 1% | 7 | -1% | 1.3% | -4% | 1 | -8 | -2
COc1cccc(C(=O)CC(C(=O)O)c2ccc(Cl)cc2)c1 (configuration not stated) | 1 | -4% | 6 | -8% | 1.5% | -8% | 2 | -1 | -1
O=C(c1ccc(F)cc1)C1CCN(C(=O)N2CCOCC2)CC1 | -5 | -6% | 9 | 4% | 1.2% | -2% | 2 | 0 | -7
CCNC(=O)CC1C(=O)N(c2ccc(F)cc2)C(=O)N1Cc1ccc(C)cc1 (configuration not stated) | -5 | 1% | x | 2% | -1.9% | -8% | -1 | -1 | 10
CCOc1ccc(/C=N/Nc2ccccc2)cc1 | 12 | 1% | 9 | -24% | -0.7% | 1% | 2 | 8 | -4
N=C1C(c2ccccc2)=C(O)CN1NC(=O)c1ccc(Cl)cc1 | -26 | 4% | -10 | 0% | -0.9% | 5% | -2 | -8 | 2
Cn1nnc(NCc2cc(Br)ccc2OCc2cccs2)n1 | -10 | -1% | -29 | -1% | 0.3% | -2% | 5 | -2 | -5
COc1ccccc1NC(=O)c1c(NCc2ccc(OC)c(OC)c2OC)sc2c1CCCC2 | -2 | -4% | -32 | 3% | 1.8% | -1% | 1 | 2 | 3
CCOc1ccccc1NC(=O)c1cc(C(=O)c2cc(OC)ccc2O)coc1=N | -10 | 0% | -9 | -24% | 0.1% | -3% | 0 | 1 | -4
CCn1c(SCC(=O)NNC(=S)Nc2ccc(C)cc2)nnc1-c1ccc(Cl)cc1 | 7 | 1% | 1 | -1% | 0.1% | -4% | 1 | -4 | -10
COc1ccc(Cl)cc1C=CC=Nc1ccc(S(N)(=O)=O)cc1 | x | 12% | -37 | u | x | u | x | x | x
CC1(C)C2CCC1(C)C(OC(=O)c1ccc(O)cc1)C2 (configuration not stated) | -9 | 7% | -11 | -16% | -0.3% | -12% | -5 | 4 | -3
CCOC(=O)c1cnn2c(N)c(C#N)cnc12 | -13 | -4% | 1 | 3% | 0.9% | -2% | 3 | 3 | x
COc1ccc(-n2cc(C(=O)NCc3ccccc3)c3ccccc3c2=O)cc1 | 1 | 3% | -2 | -11% | -4.2% | -1% | 2 | 3 | -1

Given field by field: 2 of the compounds above
> COc1ccc(-n2cc(C(=O)NCc3ccccc3)c3ccccc3c2=O)cc1
- D1 antag: 1
- Vif-A3F inh: 3%
- RXFP1 antagonist: -2
- Vif-A3G inh: -11%
- RXFP1 agonist: -4.2%
- GRP78 ERSR act: -1%
- D1 ag: 2
- D1 potentiator: 3
- D2 potentiator: -1
> Cc1cccc(-c2c3c(=O)n(C)c(=O)n(C)c3cn2C(C)C)c1
- D1 antag: -21
- Vif-A3F inh: -12%
- RXFP1 antagonist: -3
- Vif-A3G inh: -1%
- RXFP1 agonist: 1.0%
- GRP78 ERSR act: -4%
- D1 ag: 4
- D1 potentiator: -8
- D2 potentiator: 4

Some of these compounds in order of molar mass, highest first.
SMILES | D1 antag | Vif-A3F inh | RXFP1 antagonist | Vif-A3G inh | RXFP1 agonist | GRP78 ERSR act | D1 ag | D1 potentiator | D2 potentiator
CCN1CCN(C(=O)c2cccc(OC3CCN(S(=O)(=O)N(C)C)CC3)c2)CC1 | -14 | -16% | -5 | 0% | -1.1% | 1% | 3 | -15 | 36*
CCN(CC)c1nn2c(=O)c(C(=O)NCc3cccc(OC)c3OC)cnc2s1 | 3 | -13% | -14 | 1% | 3.5% | -2% | 0 | -3 | -8
CCNC(=O)CC1C(=O)N(c2ccc(F)cc2)C(=O)N1Cc1ccc(C)cc1 (configuration not stated) | -5 | 1% | x | 2% | -1.9% | -8% | -1 | -1 | 10

Going on with the list.
SMILES | D1 antag | Vif-A3F inh | RXFP1 antagonist | Vif-A3G inh | RXFP1 agonist | GRP78 ERSR act | D1 ag | D1 potentiator | D2 potentiator
NC(=O)c1cnn(-c2cc(Oc3ccccc3)ncn2)c1N | 17 | 10% | -1 | -5% | -0.2% | 2% | 2 | -4 | -3
CC(=O)NCc1ccc2[nH]c(C)cc2c1 | -14 | -1% | 1 | -4% | 0.6% | -3% | -3 | 5 | 3
Cc1cccc(N2C(=O)/C(=C/c3cccnc3)SC2=S)c1 | -16 | -1% | -7 | 0% | 0.7% | 1% | 19 | -1 | 3
COC(=O)c1ccc(CNC(=O)c2ccc(NS(=O)(=O)c3ccc4[nH]c(=O)[nH]c4c3)cc2)cc1 | 9 | -9% | 4 | 0% | 1.2% | -2% | 3 | -3 | 1
CCN(CC(=O)Nc1ccccc1OC)C(=O)c1cc(-c2ccccc2)nn1-c1ccccc1 | 1 | -3% | -15 | -14% | 0.8% | -7% | 4 | -6 | 7
O=C1c2ccc(Oc3ccc([N+](=O)[O-])cc3)cc2C(=O)N1CCO | -3 | 9% | 1 | 0% | 0.0% | -4% | 4 | -9 | -8
CCCCn1c(SCC(=O)N2c3ccccc3CCc3ccccc32)nc2c1c(=O)n(C)c(=O)n2C | -4 | 2% | 6 | -1% | -1.8% | -2% | -2 | -2 | 6
O=C(NCc1ccccc1)c1cc(S(=O)(=O)N2CCOCC2)ccc1F | 4 | -19% | 12 | -7% | 3.5% | 0% | 3 | 0 | 10
CC1(C(=O)O)CCC(C(=O)NC2CCCCC2)C1(C)C (configuration not stated) | 3 | -11% | 5 | -1% | 0.1% | -1% | 2 | 2 | 4
CN1C2CCC1CC(NC(=O)CSc1ccc(Cl)cc1)C2 (configuration not stated) | 5 | 8% | 4 | 3% | 1.9% | -1% | 3 | -3 | -11
O=C(C1CC1)N1CCc2cc(Br)cc(S(=O)(=O)N3CCN(c4cccc(Cl)c4)CC3)c21 | 3 | 0% | x | 1% | 0.6% | -3% | -1 | 1 | -1
c1ccc(-c2nc3ccccc3o2)nc1 | 15 | -9% | x | -4% | 0.2% | 0% | 2 | 2 | -6
Cc1cccc(OCc2nc(CC(=O)Nc3ccc(C)cc3C)cs2)c1 | 2 | -10% | 1 | 1% | -1.6% | -1% | 15 | 0 | 10
C=CCNC(=O)COC(=O)c1ccc(Sc2nncn2C)c([N+](=O)[O-])c1 | -32* | 0% | -4 | 3% | 4.0% | 4% | 0 | 2 | -4
COc1ccc(S(=O)(=O)N2CCN(C(=O)c3cccc(Cl)c3)CC2)cc1 | -4 | -12% | 6 | 0% | 0.2% | -5% | 0 | -2 | -5
O=C(Nc1ccc2nc(-c3ccco3)c(-c3ccco3)nc2c1)N1CCCCCC1 | 4 | -6% | -21 | -1% | -0.2% | 1% | 2 | 1 | -9
CC(Cc1c[nH]c2ccccc12)NC(=O)OCCCl (configuration not stated) | -8 | 4% | 4 | 0% | 0.9% | 2% | 1 | -7 | -3
CCOc1ccc(S(=O)(=O)NCc2ccncc2)cc1NC(=O)c1ccccc1 | -12 | -1% | -11 | 1% | 1.3% | -4% | -1 | 0 | 3
COc1cc(C#Cc2ccc3cc(C(C)(C)O)oc(=O)c3c2)cc(OC)c1 | x | 1% | x | -9% | -0.1% | -1% | 4 | -4 | x

Complete entries, quoted from the list. Screens in order: D1 antag	Vif-A3F inh	RXFP1 antagonist	Vif-A3G inh	RXFP1 agonist	GRP78 ERSR act	D1 ag	D1 potentiator	D2 potentiator
Cc1cccc(OCc2nc(CC(=O)Nc3ccc(C)cc3C)cs2)c1 is entered as 2	-10%	1	1%	-1.6%	-1%	15	0	10
CCCCn1c(SCC(=O)N2c3ccccc3CCc3ccccc32)nc2c1c(=O)n(C)c(=O)n2C is entered as -4	2%	6	-1%	-1.8%	-2%	-2	-2	6
O=C(NCc1ccccc1)c1cc(S(=O)(=O)N2CCOCC2)ccc1F is entered as 4	-19%	12	-7%	3.5%	0%	3	0	10
